# DRD3 antagonist: qHTS of D3 Dopamine Receptor Antagonist: qHTS. D(3) dopamine receptor (Homo sapiens), P35462. D3R cells, DiscoveRx beta-arrestin luminescence, antagonist mode; stronger effect = lower value. max response, negative = inhibition, %. 2.5% of 360,000 active. AID 652054, 2013; in the data active = max response below about -50%; inconclusive = no clear call, values can overlap the other calls; also: % is scaled to controls: 0 for no effect and ±100 for the full control effect; mostly tested at two doses, the higher about 12 µM
# Target sequence (P35462 whole entry, looked up): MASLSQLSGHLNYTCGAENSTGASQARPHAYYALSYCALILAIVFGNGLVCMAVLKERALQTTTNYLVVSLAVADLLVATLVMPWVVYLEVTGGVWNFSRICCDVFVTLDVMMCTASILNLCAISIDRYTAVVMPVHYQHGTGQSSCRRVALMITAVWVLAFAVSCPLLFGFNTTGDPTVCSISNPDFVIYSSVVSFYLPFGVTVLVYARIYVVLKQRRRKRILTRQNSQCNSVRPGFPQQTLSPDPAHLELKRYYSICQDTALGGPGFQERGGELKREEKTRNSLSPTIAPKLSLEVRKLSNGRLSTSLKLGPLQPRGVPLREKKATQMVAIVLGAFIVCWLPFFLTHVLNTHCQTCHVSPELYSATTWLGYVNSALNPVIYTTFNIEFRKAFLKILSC
#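 Cells expressing the human receptor were seeded at 1500 cells/well, incubated overnight at 37 degrees C in 5% CO2, then exposed to library compounds with dopamine controls for 90 minutes at 37 degrees C before luminescent detection.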
# KB-V1 cytotox: qHTS assay for MDR1-selective chemotherapeutics: Primary screen using the drug-selected MDR subline cells KB-V1. AID 1347076, 2019. Potency, µM (titrated, usually from 46.1 µM), for inactives: at the highest dose activity change, negative = cytotoxicity, actives largely listed as cytotoxic. KB-V1 MDR cells viability, CellTiter-Glo, 72 h. 3.4% of 400,000 active; also: potency is read from the fitted curve at half-maximal effect; % is scaled to controls: 0 for no effect and ±100 for the full control effect; nearly all actives have a fitted effect of over 60% in size
#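 KB-V1 cells (P-gp-expressing MDR subline of KB-3-1) in phenol-red-free DMEM with 10% FBS were exposed to library compounds over a concentration series for 72 h at 37 degrees C. Viability read by CellTiter-Glo luminescence; concentration-effect curves fitted after normalization.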
# GLP-1R inv ag: qHTS of GLP-1 Receptor Inverse Agonists (Inhibition Mode); HEK293 GLP-1R CRE-luciferase, luminescence, 24 h; GLP-1R form is constitutively active; AID 624417, 2012; Potency, µM (top dose mostly 38.3 µM), for inactives: at the top dose activity change, negative = inhibition, hits mostly inhibitors; 1.6% of 410,000 active; also: potency is read from the fitted curve at half-maximal effect; % is scaled to controls: 0 for no effect and ±100 for the full control effect; nearly all actives have a fitted effect of over 55% in size
#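 GLP-1R inverse agonism mode: basal reporter luminescence in engineered HEK293 cells measured after one day of compound exposure at 37 deg C, with a 12 min room-temperature detection step.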
# aSyn yeast inh: qHTS of alpha-syn Inhibitors | Potency, µM (highest dose often 46.1 µM), without a hit: at the highest dose growth rescue (activation), hits mostly activators | 0.14% of 370,000 active | Yeast expressing alpha-synuclein, growth rescue, BacTiter-Glo, 24 h; also: potency is read from the fitted curve at half-maximal effect; % of control where 0% means no effect; nearly all actives have a fitted effect of over 65% in size
#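 Readout is rescue of growth in alpha-synuclein-expressing yeast, so inhibitors of toxicity appear as activators. Growth after 24 hr at 30 deg C in galactose medium is quantified by luminescence.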
# PTHR1 agonist: qHTS for PTHR1 Agonists: Primary Screen; Potency, µM (doses to about 115 µM), for inactives: top-dose activation, hits mostly activators; AID 743266, 2014; Parathyroid hormone/parathyroid hormone-related peptide receptor (Homo sapiens), Q03431; HEK293 GP2 PTHR1 cells, GloSensor cAMP luminescence, 1 h; 0.075% of 410,000 active; also: potency is read from the fitted curve at half-maximal effect; nearly all actives have a fitted effect of over 55% in size; some results filed as inactive show a strong effect at the top dose; inactives centre near -15; many of its hits are not listed in these tables
# Target sequence (Q03431 whole entry, looked up): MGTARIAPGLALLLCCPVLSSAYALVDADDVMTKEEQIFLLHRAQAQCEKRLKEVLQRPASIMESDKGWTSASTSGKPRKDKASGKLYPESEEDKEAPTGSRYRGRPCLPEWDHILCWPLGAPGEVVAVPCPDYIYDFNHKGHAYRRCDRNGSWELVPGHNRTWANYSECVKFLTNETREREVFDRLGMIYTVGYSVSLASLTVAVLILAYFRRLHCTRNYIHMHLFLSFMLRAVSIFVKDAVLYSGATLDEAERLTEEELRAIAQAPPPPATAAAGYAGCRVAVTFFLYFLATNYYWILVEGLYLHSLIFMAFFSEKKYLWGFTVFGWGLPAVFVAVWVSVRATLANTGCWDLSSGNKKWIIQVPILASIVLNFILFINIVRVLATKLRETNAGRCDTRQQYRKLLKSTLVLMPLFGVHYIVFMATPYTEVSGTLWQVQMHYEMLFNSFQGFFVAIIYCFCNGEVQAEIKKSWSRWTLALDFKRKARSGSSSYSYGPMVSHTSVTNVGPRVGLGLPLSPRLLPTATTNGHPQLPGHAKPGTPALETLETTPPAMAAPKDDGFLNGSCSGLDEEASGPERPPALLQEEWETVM
#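 HEK-293-derived GP2 cells expressing PTHR1 and a GloSensor cAMP reporter, 3,000/well, plated overnight, given luciferin plus IBMX (each 0.5 mM as added) for 1 h at 37 °C, then compound for 1 h at 37 °C. Luminescence was read after 15 min at room temperature.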
# GLP-1R agonist: qHTS of GLP-1 Receptor Agonists | 0.007% of 380,000 active | Potency, µM (titrated, usually from 45.6 µM), for the others: at the top dose activation, most hits filed as activators | AID 624172, 2012 | HEK293 GLP-1R CRE-luciferase, luminescence, 4-6 h; cells express a hypersensitive GLP-1R form | Glucagon-like peptide 1 receptor (Homo sapiens), P43220; also: potency is read from the fitted curve at half-maximal effect; % of control where 0% means no effect
# D3 ag: qHTS of D3 Dopamine Receptor Agonist: qHTS. D3R DiscoveRx beta-arrestin cells, luminescence, 90 min. 0.58% of 410,000 active. max activation, %; in the data active = max activation above about 30%; also: 0% is about no effect; mostly tested at two doses, the higher about 12 µM
#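 Agonist mode: compounds and dopamine controls were applied to plated cells for 90 min at 37 degrees C after an overnight attachment at 1500 cells/well. Luminescent read-out followed 30 - 60 minutes at room temperature with DiscoveRx detection reagent.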
# TDP43 rescue: qHTS of TDP-43 Inhibitors. TDP-43 expressing yeast growth rescue, BacTiter-Glo, 24 h. Potency, µM (series often up to 46.1 µM), without a hit: at the highest dose growth rescue (activation), most hits filed as activators. 1.8% of 410,000 active. AID 652104, 2013; also: potency is read from the fitted curve at half-maximal effect; % of control where 0% means no effect; nearly all actives have a fitted effect of over 50% in size
#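 Luminescence from BacTiter-Glo reports growth of TDP-43-expressing yeast after 24 hr at 30 deg C with compound. Cells were raffinose-pregrown to mid-log, then seeded in galactose medium at OD600=0.02.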
# HEK293 tox: qHTS of GLP-1 Receptor Inverse Agonists: Cytotox Screen. AID 624418, 2012. 0.13% of 410,000 active. Potency, µM (highest dose often 38.3 µM), for the others: top-dose activity change, negative = inhibition, usual class: inhibitors. HEK293 cAMP-luciferase reporter cells, luminescence, 24 h;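 also: loss of luciferase light is scored as toxicity; potency is read from the fitted curve at half-maximal effect; % is scaled to controls: 0 for no effect and ±100 for the full control effect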
#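 Seeding density was 200 cells/uL; after overnight-length (12 h) culture, 23 nL compounds went on for 24 h at 37 °C. Readout used a luciferase detection reagent, luminescence taken after 12 min at room temperature.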
# * = called active by the depositor; i = inactive; ? = inconclusive; . = not tested or not shown; [ ] = remark or other dose. Unless noted, calls follow the shape of the dose curve; as a rule, active = well fitted curve in the direction sought with a large enough effect; inconclusive = small, poorly fitted or top-dose-only effect, or another doubt; inactive = no such curve, though single readings can be large; an effect the other way counts as inactive or inconclusive. A portion of the library. The share of hits here may be higher or lower than overall.
SMILES,DRD3 antagonist,KB-V1 cytotox,GLP-1R inv ag,aSyn yeast inh,PTHR1 agonist,GLP-1R agonist,D3 ag,TDP43 rescue,HEK293 tox
O=C(Cn1nc2ccccc2n1)N/N=C/c1cc(Cl)cc([N+](=O)[O-])c1O,-83*,-26%,?,9%,-8%,1%,-16,-7%,-7%
O=C(CCCc1nc2ccccc2s1)NCc1ccccc1F,-7,?,-25%,11%,i,17%,-1,8%,9%
O=C(Nc1ccc(Br)cc1)C1C2C=CC3(O2)C1C(=O)N(CCN1CCOCC1)C3C(=O)NC1CCCCC1 (stereo not drawn),-1,20%,5%,0%,i,8%,0,1%,-6%
COC(=O)c1cc2c(cc1NC(=O)c1cnn(-c3ccccc3)c1-n1cccc1)OCO2,.,17%,3%,.,18%,.,-12,2%,5%
Cn1c(CC(=O)c2ccc(Br)cc2)[n+](C)c2ccccc21,7,7%,-14%,2%,-23%,5%,1,11%[9.22 µM],-1%
COc1cccc(C(=O)NCCCNC(=O)c2ccccn2)c1,0,-21%,7%,1%,i,4%,5,-1%,-7%
O=C(NCCCN1CCOCC1)c1cc(-c2ccccc2F)no1,-15,0%,24%,-2%,i,11%,-12,0%,3%
CC(C)Oc1ccc(C(=O)Nc2ccc(S(=O)(=O)N3CCN(C)CC3)cc2)cc1,2,-11%,?,10%,-7%,7%,11,23%,-13%
Clc1ccc(-c2noc3ncnc(N4CCCCC4)c23)cc1,.,-1%,-2%,.,i,1%,1,?,-2%
COc1cc(OC)nc(Nc2nc(C(N)Cc3ccc(Cl)cc3)cs2)n1 (stereo not drawn),-1,?,?,-43%[inhibitor],-1%,-18%,2,27%,?
Cc1c(NC(=O)COC(=O)/C=C/c2cccc(F)c2)c(=O)n(-c2ccccc2)n1C,-4,6%,6%,-3%,i,-3%,-1,-2%,1%
CSCCC(NC(=O)c1ccccc1Cl)C(=O)N1CCN(c2ccccn2)CC1 (stereo not drawn),2,?,8%,-1%,i,2%,1,-11%,15%
O=c1cc2c(nn1Cc1ccccc1Cl)-c1ccccc1CC2,14,-3%,10µM*,9%,-6%[57.5 µM],?,-2,24%,-5%
COC(=O)[C@@H](NC(=O)Nc1ccc(OC(F)(F)F)cc1)C(C)C,17,11%,-13%,2%,i,-13%,7,7%,-2%
O=C(Nc1ccc(S(=O)(=O)Nc2ccccn2)cc1)C(F)(F)F,-11,1%,-7%,-1%,-1%,-2%,9,5%,22%
CC(C)Cn1c(-c2ccc(F)cc2)n[nH]c1=S,-22,7%,-11%,-4%,i,13%,-14,0%,?
O=C(c1ccc(N2CCCS2(=O)=O)cc1)N1CCN(c2ccc(F)cc2)CC1,4,-7%,9%,7%,-14%,13%,0,-2%,-5%
CCN(CC)S(=O)(=O)c1ccc2c(c1)c(=O)c(C(=O)N1CCN(c3cc(Cl)ccc3C)CC1)cn2C,.,-4%,8%,.,i,-2%,-15,6%,2%
Cc1ccc(OCCn2nnc3sc4c(c3c2=O)CCC(C)C4)cc1 (stereo not drawn),.,-7%,1%,.,-39%[inhibitor],.,8,27%,-9%
CCN(CC)C(=O)COc1ccc2oc(C)c(C(=O)OC(C)C)c2c1,-3,?,0%,-1%,-9%,30%,0,6%,0%
O=c1c(-c2ccc(Br)cc2)[n+]([O-])c2ccccc2n1OCc1ccccn1,6,-22%,1%,1%,-12%,2%,2,-26%,4%
CCc1nnc2c(NCc3ccc(F)cc3)nc3ccccc3n12,.,-1%,11%,.,24%,.,1,12%,3%
COC(C[C@H](O)[C@@H](C)[C@H](O)COCc1ccccc1)OC,10,-19%,18%,3%,-13%,-1%,-7,-6%,13%
Cc1ccc(-c2n[nH]c3c2CCC3)cc1,18,-1%,-26%,1%,-1%,10%,-1,10%,54%[activator]
O/N=C/c1nc2cc(Cl)ccc2o1,-9,2%,7%,-4%,i,3%,3,-4%,5%
CCN(CC(=O)Nc1ccc2c(c1)OCCO2)C(=O)/C=C/c1cccc(OC)c1OC,0,-6%,-2%,-1%,i,12%,-5,-3%,7%
CCOc1ccc(S(=O)(=O)N2CCCCCC2)cc1,-9,-14%,?,-2%,7%[57.5 µM],15%,-22,-4%,16%
COCCCNC(=O)CCS(=O)(=O)Cc1ccc(C)cc1,4,2%,4%,1%,i,-6%,3,-13%,-1%
CCOC(CCn1c(SCc2ccc([N+](=O)[O-])cc2)nc2ccccc2c1=O)OCC,-10,3.7µM*,?,?,-9%,2%,1,21%,7%
COC(=O)CNC(=O)c1nn(-c2cccc(OC)c2)c(=O)c2ccccc12,30,-7%,0%,-7%,15%[57.5 µM],-7%,9,8%,-20%
COc1cccc(C(O)c2nc(-c3ccc(N(C)C)cc3)cs2)c1 (stereo not drawn),14,-3%,?,14%,-34%[inhibitor],15%,7,25%,-13%
CCCn1c(=O)c(C(=O)NCc2ccc3c(c2)OCO3)c(O)c2ccccc21,50,?,10%,3%,-3%,0%,3,-24%,2%
COc1ccc(CN2CC(=O)N3[C@H]4c5ccc(OC)cc5OC[C@@H]4[C@H](c4ccccc4)[C@]3(C)C2=O)cc1,16,-5%,?,0%,-37%[inhibitor],1%,1,25%,-13%
CCOC(=O)CNC(=S)N(Cc1cccs1)C1CCCC1,-12,?,?,-2%,i,2%,3,?,-16%
COc1ccc(-c2[nH]ncc2CN(C)C(C)c2ccncn2)c(F)c1 (stereo not drawn),-15,10%,5%,2%,i,-2%,-4,3%,-1%
O=C(Nc1ccc(O)cc1)/C(=C\c1ccncc1)NC(=O)c1ccccc1,1,-3%,15%,-1%,i,6%,0,7%,-4%
COCC(C)NCc1cc(Br)ccc1OC (stereo not drawn),14,?,3%,-9%,i,-3%,3,13%,7%
Cc1ncoc1C(=O)NC1CCCc2c1cnn2-c1ccc(C(C)(C)C)cc1 (stereo not drawn),34,0%,5µM*,-6%,-55%[inhibitor],5%,30*,-2%,11%
CC(=O)Nc1ccc(C(=O)Cn2nnc3ccccc3c2=O)cc1,-8,?,0%,1%,2%,2%,-3,2%,2%
O=C(COC(=O)Cc1ccsc1)NC(c1ccccc1)c1ccccc1,-6,18%,4%,10%,i,0%,-3,14%,3%
CCN(CC)S(=O)(=O)c1ccc2c(c1)N(CC(=O)NCCCN1CC(C)CC(C)C1)C(=O)CO2 (stereo not drawn),-7,8%,12%,5%,-14%,-3%,-18,-4%,-12%
Cc1cccc(C(=O)Oc2ccc3ccc(O)cc3c2)c1,-27,23%,-4%,1%,4%,-4%,0,8%,1%
Cc1cc(C(=O)COC(=O)c2ccc(N)c([N+](=O)[O-])c2)c(C)n1Cc1ccc2c(c1)OCO2,11,23%,8%,-2%,-30%,8%,8,-3%,0%
CCc1ccc(OCc2nnc(SCCN3CCOCC3)n2CC)cc1,-28,-10%,-24%,-5%,-10%,7%,2,32%,3%
COc1nccnc1NS(=O)(=O)c1ccc(NCc2ccccc2O)cc1,16,1%,4%,-5%,-10%,0%,2,-20%,-2%
O=C(COc1ccc2ccccc2c1Br)N1CCN(c2ccccn2)CC1,?,23µM*,16%,24%,i,-12%,-12,0%,-4%
Cc1ccc(C(=O)Nc2sc(C)c(C)c2C(=O)c2ccccc2)cc1,-20,-24%,11%,-36%[inhibitor],-25%,-1%,-11,-15%,-2%
CCOC(=O)CNC(=O)CSc1ncnc2c1cnn2-c1ccc(OC)cc1,-7,11%,-2%,3%,-17%[57.5 µM],-5%,8,4%,0%
COC(=O)C(Cc1ccccc1)NC(=O)C12CC3CC(CC(C3)C1)C2 (stereo not drawn),17,-11%,?,-3%,-17%,20%,-5,-26%,15%
N#Cc1c(SCc2ccccc2)nc(N2CCOCC2)c2c1CCCC2,-5,-20%,?,6%,-3%,15%,4,17%,-9%
COc1ccc(C(C)(C)C)cc1NC(=O)CCn1[nH]c(=O)ccc1=O,-17,?,-11%,-2%[1.84 µM],-16%,-1%,1,6%,1%
O=C(/C=C/c1ccc(O)c([N+](=O)[O-])c1)c1ccc2ccccc2c1,-29,-3%,?,1%,-28%,2%,7,-6%,?
CC(=O)N1c2ccc(Cl)cc2C2OCCC2C1c1ccco1 (stereo not drawn),2,0%,-21%,-3%,-6%,-6%,11,-11%,8%
CCn1c(=O)cc(OCC(=O)NC2CCCCC2)c2ccccc21,11,0%,3%,-1%,-4%,23%,-1,10%,1%
COc1ccc(-c2cc3nc(C4CCN(C(=O)OC(C)(C)C)CC4)c(C(=O)Nc4cc(Cl)cc(Cl)c4)cn3n2)cc1,.,-9%,10%,.,-8%,.,-12,4%,9%

# Arranged by formula weight (high to low): some entries from above.
SMILES,DRD3 antagonist,KB-V1 cytotox,GLP-1R inv ag,aSyn yeast inh,PTHR1 agonist,GLP-1R agonist,D3 ag,TDP43 rescue,HEK293 tox
COc1nccnc1NS(=O)(=O)c1ccc(NCc2ccccc2O)cc1,16,1%,4%,-5%,-10%,0%,2,-20%,-2%
Cc1ccc(OCCn2nnc3sc4c(c3c2=O)CCC(C)C4)cc1 (stereo not drawn),.,-7%,1%,.,-39%[inhibitor],.,8,27%,-9%
O=C(/C=C/c1ccc(O)c([N+](=O)[O-])c1)c1ccc2ccccc2c1,-29,-3%,?,1%,-28%,2%,7,-6%,?

# Screening data deposited in PubChem by National Center for Advancing Translational Sciences (NCATS).
